T cell HTS = modulates CD8 T cell binding to vesicles; 2C CD8+ T cell-vesicle binding, flow cytometry; active compounds read low; calls only at 7 µM; 330,000 tested, 0.068% active; AID 2052;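 active means response, share of CD8 T cells binding vesicles, and their 90th percentile fluorescence all below set limits, cut at about 80% in these data, passing the limit was not always enough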
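Material: murine 2C transgenic CD8+ T lymphocytes / Also added: QL9-peptide-loaded Drosophila micro-vesicles bearing Ld, ICAM-1 and B7-1 / Schedule: binding step 1.5 h, 37 °C, antibody labelling 20 min, ice / Signal: flow cytometry, PE anti-B7-1 (FL2) versus Alexa647 anti-CD8 (FL8), PFA-fixed / Evaluation: percent CD8+ FL2 mean versus row control / Benchmarks: naked versus QL9-loaded vesicles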
K1F lysis inhibition = protection from phage-mediated lysis, alamar blue read-out – E. coli UTI89, K1F phage, bacterial capsule biogenesis inhibitors (AID 488966) | E. coli UTI89 K1F phage lysis, alamar blue, 2 h; higher % means a stronger effect | inhibition, % at 100 µM; hits with a dose series show IC50 in µM | 340,000 tested, 0.02% active;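 active means phage lysis inhibition, versus mean bacterial control, above a set limit; inconclusive means no clear call, values can overlap the other calls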;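 further: capsule biogenesis inhibitors block K1F phage lysis so surviving cells raise fluorescence; higher fluorescence means more inhibition of phage lysis; actives were called in the ten point dose series up to 300 µM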
PhoP inhibition = PhoP-dependent GFP reporter repression – Salmonella Typhimurium, primary screen (AID 1863) | S. Typhimurium PhoP-regulated promoter GFP reporter, 4 h; higher % means a stronger effect | inhibition, % at 50 µM, or IC50 in µM where a hit was titrated | 300,000 tested, 0.16% active;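 active means inhibition over 29.93%, a cutoff 3 SD above the screen mean, later confirmed by dose response; inconclusive means inhibition over 29.93% but no dose response follow-up; inactive means inhibition at most 29.93% or unconfirmed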;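 further: 0% = low Mg2+ inducing control and 100% = high Mg2+ repressing control; strong numbers were not always called active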
Myeloid diff MLP = promotes myeloid progenitor differentiation; ER-HoxA9 myeloid progenitors, lysozyme-GFP differentiation, flow cytometry; AID 624256; calls only at 10 µM; 360,000 tested, 1% active;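 active means normalized GFP-positive differentiation at or above the plate's own cutoff, the solvent-only control mean plus 3 SD; inconclusive means no clear call, values can overlap the other calls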;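 further: cells exposed to compound for four days before flow analysis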
TNAP activation fold = human TNAP enzyme activators, primary screen, biochemical, luminescent, no phosphate acceptor, uHTS (AID 1001) | purified TNAP, luminescent activation assay, no phosphate acceptor; higher activation fold means a stronger effect | activation fold at 20 µM, or EC50 in µM where a hit was titrated | 200,000 tested, 0.03% active; in the data active means activation fold from about 3, or a potency from the dose series; inactive means the rest, 99 in 100 with activation fold below about 1.6; further: many of its hits are not listed in these tables
SV40 large T antigen = TAg ATPase/helicase activity blockers – biochemical (AID 1903); SV40 large T antigen ATPase/helicase inhibition assay; higher % means a stronger effect; inhibition, % at 20 µM, or IC50 in µM where a hit was titrated; 310,000 tested, 0.39% active; in the data active means a potency from the dose series; inconclusive means inhibition mostly from about 32% at the one dose, without a potency; inactive means the rest, 99 in 100 with inhibition below about 32%; further: strong numbers were not always called active
Rac1 GTP hydrolysis = MgcRacGAP GTPase-activating activity inhibitors, confirmation, biochemical, ADP Hunter fluorescence. MgcRacGAP-stimulated Rac1 GTP hydrolysis, ADP Hunter fluorescence; higher % means a stronger effect; GST-tagged Rac1 F28L mutant substrate. inhibition, % at 30 µM, or IC50 in µM where a hit was titrated. 340,000 tested, 0.6% active;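 active means first-screen hits whose inhibition reached a set limit at any dose in the follow-up dose series; inconclusive means inhibition above the set first-screen limit but never retested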;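 further: fluorescence reports GDP produced by GAP-driven GTP hydrolysis; strong numbers were not always called active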
NTR1 ag = NTR1-driven beta-arrestin-GFP spot formation – imaging, U2OS cells, high content, primary screen (AID 493036). P30989. agonist mode. activation, % at 20 µM. 330,000 tested, 0.17% active;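 active means activation at or above 40% of the spot to cytoplasm intensity ratio, with at least 20 cells analyzed; inconclusive means wells under 20 cells, flagged as cytotoxic or low count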;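 further: 0% = DMSO without peptide and 100% = 100 nM NTR1 peptide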
Target sequence (P30989 whole entry, looked up): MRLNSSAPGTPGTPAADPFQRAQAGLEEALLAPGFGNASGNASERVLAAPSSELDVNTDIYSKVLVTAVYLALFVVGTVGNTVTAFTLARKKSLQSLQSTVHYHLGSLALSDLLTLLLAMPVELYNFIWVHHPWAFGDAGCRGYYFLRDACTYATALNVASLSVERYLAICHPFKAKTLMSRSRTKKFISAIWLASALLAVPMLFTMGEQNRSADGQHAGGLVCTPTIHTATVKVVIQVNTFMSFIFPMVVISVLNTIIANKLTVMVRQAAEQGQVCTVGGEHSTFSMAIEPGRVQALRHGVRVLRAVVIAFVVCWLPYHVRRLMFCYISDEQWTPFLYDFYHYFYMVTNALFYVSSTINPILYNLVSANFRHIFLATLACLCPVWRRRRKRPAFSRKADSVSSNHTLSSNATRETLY
RSV antiviral HEp-2 = inhibition of RSV-induced cytopathic effect – HEp-2 cells, primary 10 µM value included (AID 2391) | HEp-2 cells, RSV-induced CPE inhibition; higher % means a stronger effect | CPE inhibition, % at 10 µM, or IC50 in µM where a hit was titrated | 310,000 tested, 0.13% active; in the data active means a potency from the dose series; inconclusive means CPE inhibition mostly from about 23% at the one dose, without a potency; inactive means the rest, 99 in 100 with CPE inhibition below about 21%; further: strong numbers were not always called active
T cell HTS vesicle-bound % = recorded beside T cell HTS, whose call it bears; double positive events, %; measured here: CD8+ vesicle-bound cell fraction;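 binding gate set so that unloaded-vesicle control wells show 10% double positive cells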
NTR1 ag cell count 20 µM = second read-out of NTR1 ag, no call of its own (marks repeat the call); cell count; measured here: cell count, cytotoxicity flag
Myeloid diff MLP GFP+ MAC1+ % = further read-out of Myeloid diff MLP, marked with its call; GFP+ MAC1+ double positive, %; measured here: differentiation confirmed by MAC1 staining
The depositor's hits bear a star; i = inactive; ? = inconclusive; . = no result given; + = active, no number; [ ] = another dose, or the depositor's remark. No enrichment for hits; overall some 2.3% were active at least once.

cpd | Structure | T cell HTS | T cell HTS vesicle-bound % | K1F lysis inhibition | PhoP inhibition | Myeloid diff MLP | Myeloid diff MLP GFP+ MAC1+ % | TNAP activation fold | SV40 large T antigen | Rac1 GTP hydrolysis | NTR1 ag | NTR1 ag cell count 20 µM | RSV antiviral HEp-2
1 | O=C(Cc1ccc(Nc2nc3ccc(Br)cc3[nH]2)cc1)NCCc1cccs1 | i | 12.5 | 0.1% | 25.2% | i | 3.1 | 1.1 | 9.9% | 6.5% | -3.6 | 86 | -0.2%
2 | O=C(CN1CCN(S(=O)(=O)c2ccccc2)CC1)NCCc1ccccc1 | i | 23.9 | 1.1%[50 µM] | -3.2% | i | 2.3 | . | 12.8% | 5.3% | -0.4 | 74 | 2.7%
3 | CCCCc1nc2sc3c(=O)[nH]cnc3c2c2c1CCCC2 | i | 25.9 | 0.2% | -4.4% | i | 0.4 | . | 6.0% | 1.8% | 4.5 | 48 | 0.2%
4 | S=C(Nc1ccccc1Cl)N1CCN(Cc2ccccc2)CC1 | i | 43.8 | 4.2% | 3.4% | i | 0.2 | 1 | 6.1% | 12.3% | 0.1 | 65 | 0.9%
5 | O=C(C1COc2ccccc2O1)N1CCN(c2nc3ccccc3s2)CC1 (centres undefined) | i | 18.4 | -0.3%[50 µM] | -4.0% | i | 0.7 | . | 27.3% | 9.1% | 1.7 | 61 | 9.8%
6 | COc1ccc(NC(=O)C2CCC2)cc1S(=O)(=O)N1CCOCC1 | i | 36.0 | 1.1%[50 µM] | . | i | 0.5 | . | . | 1.8% | 2.0 | 59 | 3.7%
7 | COc1ccccc1N1CCN(C(=O)C2=CC=CN3CCS(=O)(=O)N=C23)CC1 | i | 22.6 | 0.1%[50 µM] | . | i | 0.2 | . | . | 4.9% | -3.0 | 60 | 0.6%
8 | COc1ccc(NC(=O)N(C)C[C@H]2Oc3ccc(NC(=O)Nc4c(C)noc4C)cc3C(=O)N([C@H](C)CO)C[C@H]2C)cc1 | i | 9.3 | 0.9% | . | i | 2.4 | . | . | 0.3% | 0.9 | 61 | .
9 | CCOc1ccccc1OCCOc1ccccc1CC | i | 45.6 | 0.2% | 2.1% | i | 1.0 | 1.1 | 8.1% | 7.2% | 0.2 | 50 | 0.4%
10 | COc1ccc(NC(=O)CN(C)C(=O)c2cccc(S(=O)(=O)Nc3ccc(OC)cc3)c2)cc1 | i | 59.4 | 0.3%[50 µM] | -7.8% | i | 1.4 | . | 5.2% | -0.6% | 1.3 | 39 | 0.0%
11 | O=C(Cn1ccc([N+](=O)[O-])n1)c1ccccc1 | i | 56.6 | 0.0% | 6.2% | i | 0.4 | 1.1 | 7.0% | -8.3% | -1.8 | 90 | 0.0%
12 | C=C(C)Cn1c(CNC(C)=O)nc2ccccc21 | i | 41.4 | -1.3% | 7.3% | i | 1.6 | 1.1 | 1.0% | 4.3% | -2.0 | 46 | 0.9%
13 | CC(C)N(C(=O)CSc1nnnn1C1CCCC1)C(C)C | . | . | -0.3% | -1.6% | i | 9.3 | 1.1 | 2.9% | -0.4% | 1.3 | 57 | 0.5%
14 | CC(=O)c1ccc(N2CCN(C(=O)c3cccs3)C(C)C2)c(F)c1 (centres undefined) | i | 55.1 | 0.3% | 11.3% | i | 0.4 | . | -2.8% | 8.1% | 0.4 | 77 | -0.4%
15 | COc1ccccc1NC(=O)COC(=O)Cc1ccc(S(=O)(=O)N2CCCCC2)s1 | i | 54.8 | -1.1% | -3.1% | i | 0.1 | 1.1 | 10.4% | 8.5% | -0.6 | 37 | 0.5%
16 | O=C(Nc1cccc(O)c1)c1c(O)c2ccccc2[nH]c1=O | i | 47.2 | 0.5% | -3.5% | i | 0.2 | . | 11.3% | 9.5% | 1.9 | 62 | 2.1%
17 | COc1ccc(C(CNC(=O)COc2ccccc2OC)N2CCCCC2)cc1 (centres undefined) | i | 51.0 | 0.5% | 11.8% | i | 1.0 | . | -1.1% | 5.1% | -0.5 | 61 | 0.7%
18 | CC1(CCC#N)N=C(SCCC#N)N(c2ccccc2)C1=O (centres undefined) | i | 15.7 | 0.6% | -3.8% | i | 2.1 | 1.1 | 17.7% | 3.3% | 0.2 | 75 | -1.0%
19 | Cc1cc(=O)oc2cc(OCCSCCN3CCCCC3)ccc12 | i | 40.3 | 0.7% | 4.8% | i | 0.5 | . | 7.1% | -0.5% | -0.3 | 39 | -1.6%
20 | O=C(CNC(=O)c1ccc(Br)cc1)NCC(=O)OCC(=O)c1ccc([N+](=O)[O-])cc1 | i | 31.2 | -0.7%[50 µM] | 4.9% | i | 2.0 | 1.1 | 9.3% | 3.4% | -0.4 | 69 | -0.1%
21 | CCOc1ccc(C(=O)NCC(C)NC(=O)c2ccc(OCC)cc2)cc1 (centres undefined) | i | 54.8 | 0.1% | -5.7% | i | 0.6 | . | -1.6% | 7.1% | 1.8 | 52 | 1.9%
22 | Cc1ccc(S(=O)(=O)N(C)c2ccc(OC(C)C(=O)N(C)c3ccccc3)cc2)cc1 (centres undefined) | . | . | -0.8%[50 µM] | . | i | 1.2 | . | . | 4.6% | -0.4 | 43 | .
23 | O=C(c1ccccc1SCc1ccccc1)N1CCOCC1 | i | 37.0 | -0.1% | 4.0% | i | 0.8 | 1.1 | 2.5% | -5.1% | 1.4 | 61 | 0.6%
24 | CCOc1cccc(C(=O)Nc2ccccc2C(=O)N2CCOCC2)c1 | i | 19.0 | 1.1%[50 µM] | -7.3% | i | 0.6 | . | 23.4% | 4.1% | 0.1 | 63 | 1.3%
25 | COc1ccc(C(=O)c2sc3nc(-c4ccccc4)ccc3c2N)cc1OC | i | 50.3 | 0.2% | 0.1% | + | 11.1* | 1 | 4.0% | 10.5% | -1.8 | 31 | 10.9%

cpd | Structure | T cell HTS | T cell HTS vesicle-bound % | K1F lysis inhibition | PhoP inhibition | Myeloid diff MLP | Myeloid diff MLP GFP+ MAC1+ % | TNAP activation fold | SV40 large T antigen | Rac1 GTP hydrolysis | NTR1 ag | NTR1 ag cell count 20 µM | RSV antiviral HEp-2
26 | COc1ccc(C)cc1NC(=O)c1cc(S(=O)(=O)N2CCCCC2)ccc1N1CCOCC1 | i | 38.0 | 0.2% | . | i | 0.9 | . | . | 2.1% | 1.6 | 55 | 9.7%
27 | O=C(COC(=O)CCC(=O)c1cccs1)NCc1ccc(Cl)cc1 | i | 25.1 | 0.0% | 3.6% | i | 0.3 | 1 | 0.2% | -5.9% | -2.6 | 53 | 0.8%
28 | O=C(O)CCNS(=O)(=O)c1ccc(Oc2ccccc2Cl)cc1 | i | 49.2 | 0.7% | 27.8% | i | 1.3 | 1.1 | 4.5% | 6.6% | -1.9 | 103 | 1.6%
29 | CC(=O)c1ccc(N2CCN(C(=O)C3CCN(S(=O)(=O)c4ccc5c(c4)CC(C)N5C(=O)C4CC4)CC3)CC2)cc1 (centres undefined) | i | 32.5 | 5.4% | -2.9% | i | 4.0 | . | 12.8% | 7.7% | 0.2 | 55 | 17.7%
30 | Cc1c(C(=O)Nc2ccc3c4c(cccc24)CC3)cccc1[N+](=O)[O-] | i | 34.8 | -0.1% | 4.2% | i | 0.4 | 1 | -7.3% | 0.4% | -0.2 | 71 | 1.6%
31 | COc1cc2cc(CN(CCO)C(=O)c3cccs3)c(=O)[nH]c2cc1OC | i | 10.7 | 2.5% | 1.9% | i | 6.5 | 1.1 | 18.8% | 8.1% | 0.1 | 90 | .
32 | COC(=O)C1OC2(OC1C(=O)OC)c1ccccc1-c1ccccc12 (centres undefined) | i | 32.8 | 0.1% | -2.4% | i | 0.5 | 1.1 | 3.5% | 7.5% | 0.9 | 62 | 1.6%
33 | Cc1ccc(C2CC(c3cccs3)=NN2C(=O)CSC2=NCCS2)cc1 (centres undefined) | i | 60.8 | 1.4%[50 µM] | -3.2% | i | 1.0 | . | 24.0% | 11.3% | 3.7 | 52 | 8.5%
34 | c1ccc(Cc2nc3ccccc3[nH]2)cc1 | i | 15.8 | 4.6% | 6.8% | i | 1.9 | . | 21.9% | -0.9% | -0.5 | 50 | 1.1%
35 | CCOc1ccccc1N1C(=O)c2cccnc2C1=O | i | 17.9 | 0.2% | -4.3% | i | 1.4 | 1.1 | -2.2% | 0.6% | -2.1 | 87 | 3.1%
36 | COc1ccc(C(CNC(=O)c2cccc(S(=O)(=O)Nc3ccccc3OC)c2)N2CCCC2)cc1 (centres undefined) | i | 59.8 | 1.6%[50 µM] | -5.8% | i | 0.9 | . | 5.6% | 10.2% | -0.4 | 55 | -1.6%
37 | Cc1cc(=O)oc(C)c1C(=O)Nc1ccc(Cl)cn1 | i | 38.5 | 0.8% | 7.0% | i | 1.2 | 1.1 | 3.9% | 5.1% | -1.1 | 63 | 1.2%
38 | Cc1c(C)n(C)c2ccc(C(=O)N3CCN(c4ccccc4)CC3)cc12 | i | 39.7 | 0.5% | 2.9% | i | 0.2 | . | 9.4% | 1.4% | 2.0 | 72 | 3.1%
39 | S=C(Nc1ccccc1Cl)NC1CC2CCCC(C1)N2C1CC1 (centres undefined) | i | 24.0 | -0.3% | -3.0% | i | 1.3 | 1.1 | 1.0% | 0.8% | 3.7 | 45 | 0.1%
40 | CC(C)=Cc1c(O)nc2ccccn2c1=O | i | 38.5 | -0.1% | 3.3% | i | 0.3 | 1.1 | -0.9% | 6.2% | -1.1 | 33 | -2.4%
41 | c1ccc(-c2cc(-c3ccccc3)n3ncnc3n2)cc1 | i | 30.1 | 0.3% | 1.9% | i | 0.0 | 1.1 | 10.8% | 13.8% | 3.4 | 54 | 1.0%
42 | COc1ccc(CNC(=S)Nc2ccc3nc(N4CCOCC4)cc(C)c3c2)cc1 | i | 16.5 | 0.1% | -1.5% | i | 0.7 | 1.1 | 27.6% | -26.4% | -0.4 | 93 | 11.4%
43 | COc1ccc(NC(=O)c2nc(S(=O)(=O)Cc3cccc(C)c3)ncc2Cl)c(OC)c1 | i | 11.3 | 0.1% | -3.5% | ? | . | . | -10.5% | 5.6% | 7.7 | 52 | 0.8%

Source: PubChem
